Screening data as filed in PubChem BioAssay.
ROS inducer = cancer cell ROS induction. 46,000 compounds, 2% hits. AID 624156. ROS induction (% of piperlongumine), % at 10 µM. U2OS ROS induction, H2DCF-DA fluorescence; in the data active means ROS induction above about 79%, passing the limit was not always enough;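 further: 0% = DMSO vehicle median and 100% = reference compound median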
* marks the source's active call; other numbers are inactive results. A portion of the library; count on the stated rates, not on these rows.

Screening Cc1noc(C)c1NC(=O)Nc1ccc2c(c1)CC(=O)N([C@@H](C)CO)C[C@@H](C)[C@@H](CN(C)Cc1ccc(Oc3ccccc3)cc1)O2 returned ROS inducer 48.
Screening Cc1cc(C(=O)Nc2cccc3c2O[C@@H](CN(C)C(=O)NC2CCCCC2)[C@@H](C)CN([C@H](C)CO)C3=O)n(C)n1 returned ROS inducer -3.
`N#Cc1nc(-c2ccccc2)oc1N1CCCCC1` gave ROS inducer 19.
COc1cccc(OCCNC(=O)c2cccc3ccccc23)c1 was read as ROS inducer 5.
Cc1ccc(S(=O)(=O)N(C)C[C@@H]2Oc3ccc(NS(=O)(=O)c4ccc(Cl)cc4)cc3CC(=O)N([C@@H](C)CO)C[C@@H]2C)cc1 was read as ROS inducer 14.
For COc1cc2c(cc1OC)CN(C(=O)[C@@H]1[C@H]3C(=O)O[C@H](c4ccccc4)[C@H](c4ccccc4)N3[C@H](c3ccc(OCCO)cc3)[C@@]13C(=O)Nc1ccc(C#CC4=CCCCC4)cc13)CC2 the results were ROS inducer 17.
For C[C@H]1CN([C@@H](C)CO)C(=O)Cc2cc(NC(=O)Nc3ccc(C(F)(F)F)cc3)ccc2O[C@@H]1CN(C)C(=O)Nc1cccc2ccccc12 the results were ROS inducer 5.
`C[C@@H]1CN([C@H](C)CO)C(=O)Cc2cc(NS(=O)(=O)c3ccccc3)ccc2O[C@@H]1CN(C)C(=O)Nc1ccc(C(F)(F)F)cc1` gave ROS inducer 15.
`C[C@H]1CN([C@@H](C)CO)C(=O)Cc2cc(NC(=O)Nc3ccc(C(F)(F)F)cc3)ccc2O[C@@H]1CN(C)Cc1ccc2c(c1)OCO2` gave ROS inducer 7.
CCOc1ccc2nc(SCC(=O)Nc3ccc([N+](=O)[O-])cc3)[nH]c2c1 was read as ROS inducer -13.
`COc1ccc(S(=O)(=O)Nc2ccc3c(c2)C(=O)N([C@H](C)CO)C[C@H](C)[C@@H](CN(C)Cc2ccc(-c4ccccc4)cc2)O3)cc1` gave ROS inducer 53.
For C[C@H]1CN([C@@H](C)CO)C(=O)c2cccc(NS(C)(=O)=O)c2O[C@@H]1CN(C)C(=O)Nc1ccc2c(c1)OCO2 the results were ROS inducer 3.
For C=CC[C@]1(C(=O)OC)COC(c2ccc(OCCCO)cc2)=N1 the results were ROS inducer 38.
Cc1ccc(S(=O)(=O)Nc2ccc3c(c2)C(=O)N([C@@H](C)CO)C[C@H](C)[C@H](CN(C)S(C)(=O)=O)O3)cc1 was read as ROS inducer -1.
For C[C@@H]1CN([C@H](C)CO)C(=O)Cc2cc(NC(=O)NC3CCCCC3)ccc2O[C@@H]1CN(C)S(C)(=O)=O the results were ROS inducer 0.
Screening C[C@H](CO)N1C[C@H](C)[C@H](CN(C)S(=O)(=O)c2ccc(F)cc2)Oc2ccc(NS(=O)(=O)c3ccccc3)cc2C1=O returned ROS inducer 21.
For C/C=C(\C)C(=O)OC1CCC(=O)OC1/C=C/C(O)C(C)O (centres undefined) the results were ROS inducer 1.
`C[C@H]1CN([C@@H](C)CO)C(=O)Cc2cc(NC(=O)C3CCCCC3)ccc2O[C@@H]1CN(C)CC1CC1` gave ROS inducer 15.
`COc1ccc(CN(C)C[C@@H]2Oc3ccc(NC(=O)C4CCCCC4)cc3CC(=O)N([C@@H](C)CO)C[C@@H]2C)cc1` gave ROS inducer -3.
Screening Cc1ccc(S(=O)(=O)Nc2ccc3c(c2)C(=O)N([C@H](C)CO)C[C@H](C)[C@H](CN(C)S(C)(=O)=O)OCCCC[C@@H](C)O3)cc1 returned ROS inducer 0.
`C[C@@H]1CN([C@H](C)CO)C(=O)Cc2cc(N(C)C)ccc2O[C@H]1CN(C)Cc1ccncc1` gave ROS inducer 11.
COc1ccc2oc(=O)c(-c3cnc(C)s3)cc2c1 was read as ROS inducer 28.
For COc1ccc(NC(=O)Nc2ccc3c(c2)CC(=O)N([C@H](C)CO)C[C@@H](C)[C@H](CN(C)C)O3)cc1 the results were ROS inducer 23.
For Cc1ccc(S(=O)Cc2ccc(C(=O)N3CCN(C(=O)c4ccco4)CC3)o2)cc1 (centres undefined) the results were ROS inducer 1.
COc1ccc(CN(C)C[C@H]2Oc3ccc(NC(=O)Cc4cn(C)c5ccccc45)cc3C(=O)N([C@@H](C)CO)C[C@@H]2C)cc1 was read as ROS inducer 46.
Screening COc1ccc(-c2nnc3n(Cc4ccccc4)c(=O)c4ccccc4n23)cc1 returned ROS inducer 2.
`Cc1ccccc1CN1C(=O)C(O)(CC(=O)c2ccncc2)c2cc(Cl)ccc21` (centres undefined) gave ROS inducer 1.
`COC(=O)c1ccsc1NC(=O)CN1c2cccc3cccc(c23)S1(=O)=O` gave ROS inducer 0.
`CS(=O)(=O)N(CC(=O)Nc1ccc(F)cc1)c1cccc(Br)c1` gave ROS inducer 4.
Screening Cc1noc(C)c1NC(=O)N(C)C[C@@H]1Oc2ccc(NC(=O)c3ccncc3)cc2C(=O)N([C@H](C)CO)C[C@@H]1C returned ROS inducer -5.
Cn1nnnc1SCC(=O)Nc1ccccc1C(N)=O was read as ROS inducer -5.
C[C@@H]1CN([C@H](C)CO)C(=O)Cc2cc(NS(=O)(=O)c3ccc(F)cc3)ccc2O[C@H]1CN(C)C(=O)Nc1ccccc1 was read as ROS inducer 7.
Screening COc1cccc(NC(=O)COc2ccc(C(=S)N3CCN(C)CC3)cc2OC)c1 returned ROS inducer 35.
`C[C@@H]1CN([C@H](C)CO)C(=O)Cc2cc(NS(=O)(=O)c3cn(C)cn3)ccc2O[C@H]1CN(C)C` gave ROS inducer -11.
Cc1ccc(S(=O)(=O)Nc2ccc3c(c2)C(=O)N([C@H](C)CO)C[C@H](C)[C@H](CN(C)S(=O)(=O)c2cn(C)cn2)OCCCC[C@@H](C)O3)cc1 was read as ROS inducer -8.
Screening CCC(C)CC(C)/C=C\C1OC2=C(C(=O)OC2(C)O)C(O)C1O (centres undefined) returned ROS inducer -6.
`CNC[C@@H]1Oc2ccc(NC(=O)Cc3cn(C)c4ccccc34)cc2C(=O)N([C@H](C)CO)C[C@@H]1C` gave ROS inducer -8.
CCOC(=O)C1CN(Cc2ccccc2)C(=O)C1=O (centres undefined) was read as ROS inducer -2.
Cc1ccc(S(=O)(=O)Nc2ccc3c(c2)C(=O)N([C@H](C)CO)C[C@H](C)[C@@H](CN(C)S(=O)(=O)c2ccc(C)cc2)OCCCC[C@@H](C)O3)cc1 was read as ROS inducer 19.
Cc1noc(C)c1NC(=O)N(C)C[C@@H]1Oc2ccc(NC(=O)CCC(F)(F)F)cc2CC(=O)N([C@H](C)CO)C[C@H]1C was read as ROS inducer -4.
CCOc1ccc(NC(=O)CSc2nnc(-c3cc(Cl)ccc3O)n2C)cc1 was read as ROS inducer -6.
Cc1cccn2cc(CCNC(=O)CC3CCCCC3)nc12 was read as ROS inducer -9.
Screening C[C@@H]1CN([C@@H](C)CO)C(=O)c2cccc(NC(=O)Nc3ccc4c(c3)OCO4)c2O[C@H]1CN(C)C returned ROS inducer -7.
`CNC[C@H]1Oc2c(NS(=O)(=O)c3ccccc3)cccc2C(=O)N([C@@H](C)CO)C[C@@H]1C` gave ROS inducer -11.
For C[C@H](CO)N1C[C@H](C)[C@@H](CN(C)Cc2ccc(Oc3ccccc3)cc2)Oc2ccc(NS(C)(=O)=O)cc2C1=O the results were ROS inducer 58.
`Cc1noc(C)c1NC(=O)Nc1ccc2c(c1)C(=O)N([C@@H](C)CO)C[C@@H](C)[C@H](CN(C)C(=O)Nc1cccc3ccccc13)O2` gave ROS inducer -4.
`C[C@H](CO)N1C[C@H](C)[C@@H](CN(C)C)Oc2ccc(NC(=O)CCCCCC(=O)Nc3ccccc3N)cc2C1=O` gave ROS inducer 3.
`COc1ccc(NC(=O)Nc2ccc3c(c2)C(=O)N([C@@H](C)CO)C[C@@H](C)[C@H](CN(C)Cc2ccc(-c4ccccc4)cc2)O3)cc1` gave ROS inducer 28.
C[C@@H]1CN([C@H](C)CO)C(=O)c2cc(N(C)C)ccc2O[C@@H]1CN(C)Cc1ccc(Cl)c(Cl)c1 was read as ROS inducer 7.
O=C1NC(=Nc2ccccc2)S/C1=C/c1cccs1 was read as ROS inducer 2.
Screening C[C@H](CO)N1C[C@H](C)[C@@H](CN(C)Cc2ccccc2)Oc2c(NC(=O)c3cnccn3)cccc2C1=O returned ROS inducer 12.
COc1ccc(S(=O)(=O)Nc2ccc3c(c2)C(=O)N([C@H](C)CO)C[C@@H](C)[C@H](CN(C)C(=O)Nc2ccc4c(c2)OCO4)O3)cc1 was read as ROS inducer -11.
For Cc1ccc(S(=O)(=O)N(C)C[C@H]2Oc3ccc(NS(=O)(=O)c4ccccc4)cc3C(=O)N([C@@H](C)CO)C[C@H]2C)cc1 the results were ROS inducer 18.
C/C(=C\C=C\C(C)C)CCC/C(C)=C/COc1c(O)cc2c(c1O)CNC2=O was read as ROS inducer 7.
COC(=O)c1ccc(-c2ccco2)n1CC(=O)NC1CCCC1 was read as ROS inducer -2.
`C[C@@H]1CCCCO[C@H](CN(C)C(=O)c2ccccc2)[C@@H](C)CN([C@H](C)CO)C(=O)c2cc(NC(=O)C3CCCCC3)ccc2O1` gave ROS inducer 5.
Screening CN(C)c1nc(SCCO)nc(N(C)C)n1 returned ROS inducer -17.
C[C@H]1CN([C@@H](C)CO)C(=O)c2cc(NC(=O)Nc3ccc(C(F)(F)F)cc3)ccc2O[C@H]1CN(C)Cc1ccc(Cl)c(Cl)c1 was read as ROS inducer 1.
COc1ccc(-c2nnc3ccc(SCC(N)=O)nn23)cc1 was read as ROS inducer 2.
`C[C@@H]1CN([C@@H](C)CO)C(=O)c2cccc(NC(=O)C3CC3)c2O[C@@H]1CN(C)C` gave ROS inducer 0.
C[C@H](CO)N1C[C@H](C)[C@H](CN(C)S(=O)(=O)c2cccc(F)c2)Oc2ncc(C#Cc3ccc(C(F)(F)F)cc3)cc2C1=O was read as ROS inducer 17.
CCC(C(N)=O)c1ccccc1 (centres undefined) was read as ROS inducer 42.
C[C@@H]1CN([C@H](C)CO)C(=O)c2cccc(NS(C)(=O)=O)c2O[C@@H]1CN(C)C(=O)Nc1ccccc1 was read as ROS inducer -6.
Screening CC(C)NC(=O)N(C)C[C@@H]1Oc2ccc(NC(=O)Nc3cccc4ccccc34)cc2C(=O)N([C@@H](C)CO)C[C@@H]1C returned ROS inducer -8.
`O=C1CSC(=Nc2ccccc2)N1Cc1ccccc1` gave ROS inducer -8.
`Cc1ccc(C(Nc2ccccn2)c2ccc3ccc(C)nc3c2O)cc1` (centres undefined) gave ROS inducer 17.
`COC(=O)c1c(NC(=O)CSc2ncn[nH]2)sc2c1CCCC2` gave ROS inducer 11.
O=C(CSc1nc2c(sc3ccccc32)c(=O)n1Cc1ccccc1)NCCC1=CCCCC1 was read as ROS inducer -3.
For O=C(O)CCCCCCC(=O)N/N=C/c1ccc(F)cc1 the results were ROS inducer 18.
CCCCN1Cc2c(n(CC(=O)c3ccc(OC)cc3)c3cc(-c4ccccc4)nn3c2=O)C1=O was read as ROS inducer 170*.
Screening C[C@@H]1CN([C@H](C)CO)C(=O)CCCn2cc(nn2)CO[C@H]1CN(C)S(=O)(=O)c1cccc(F)c1 returned ROS inducer -15.
For C[C@@H]1CN([C@@H](C)CO)C(=O)c2cccc(NC(=O)c3cnccn3)c2O[C@H]1CN(C)C(=O)Nc1ccc(F)cc1 the results were ROS inducer -9.
Screening CC1CCN(C(=O)c2ccc3c(c2)C(=O)N(CCC2=CCCCC2)C3=O)CC1 returned ROS inducer 34.
For Cc1ccc(S(=O)(=O)N2Cc3ccccc3C2)cc1 the results were ROS inducer -2.
For Cc1ccc(CNC(=O)c2nc3c(nnn3Cc3ccco3)c(=O)[nH]2)cc1 the results were ROS inducer 28.
Screening O=C1CCc2c(ccc3ccccc23)O1 returned ROS inducer -6.
`C[C@H](CO)N1C[C@H](C)[C@H](CN(C)CC2CCCCC2)Oc2ccc(NC(=O)Cc3cn(C)c4ccccc34)cc2C1=O` gave ROS inducer 1.
For CC(C)NC(=O)Nc1ccc2c(c1)C(=O)N([C@H](C)CO)C[C@H](C)[C@H](CN(C)CC1CC1)OCCCC[C@@H](C)O2 the results were ROS inducer -2.

Of the compounds above, these contain two or more sulfur atoms.
Cc1ccc(S(=O)(=O)N(C)C[C@@H]2Oc3ccc(NS(=O)(=O)c4ccc(Cl)cc4)cc3CC(=O)N([C@@H](C)CO)C[C@@H]2C)cc1 was read as ROS inducer 14.
Cc1ccc(S(=O)(=O)Nc2ccc3c(c2)C(=O)N([C@@H](C)CO)C[C@H](C)[C@H](CN(C)S(C)(=O)=O)O3)cc1 was read as ROS inducer -1.
Screening C[C@H](CO)N1C[C@H](C)[C@H](CN(C)S(=O)(=O)c2ccc(F)cc2)Oc2ccc(NS(=O)(=O)c3ccccc3)cc2C1=O returned ROS inducer 21.
Screening Cc1ccc(S(=O)(=O)Nc2ccc3c(c2)C(=O)N([C@H](C)CO)C[C@H](C)[C@H](CN(C)S(C)(=O)=O)OCCCC[C@@H](C)O3)cc1 returned ROS inducer 0.
`COC(=O)c1ccsc1NC(=O)CN1c2cccc3cccc(c23)S1(=O)=O` gave ROS inducer 0.
Cc1ccc(S(=O)(=O)Nc2ccc3c(c2)C(=O)N([C@H](C)CO)C[C@H](C)[C@H](CN(C)S(=O)(=O)c2cn(C)cn2)OCCCC[C@@H](C)O3)cc1 was read as ROS inducer -8.
Cc1ccc(S(=O)(=O)Nc2ccc3c(c2)C(=O)N([C@H](C)CO)C[C@H](C)[C@@H](CN(C)S(=O)(=O)c2ccc(C)cc2)OCCCC[C@@H](C)O3)cc1 was read as ROS inducer 19.
O=C1NC(=Nc2ccccc2)S/C1=C/c1cccs1 was read as ROS inducer 2.
For Cc1ccc(S(=O)(=O)N(C)C[C@H]2Oc3ccc(NS(=O)(=O)c4ccccc4)cc3C(=O)N([C@@H](C)CO)C[C@H]2C)cc1 the results were ROS inducer 18.
`COC(=O)c1c(NC(=O)CSc2ncn[nH]2)sc2c1CCCC2` gave ROS inducer 11.
O=C(CSc1nc2c(sc3ccccc32)c(=O)n1Cc1ccccc1)NCCC1=CCCCC1 was read as ROS inducer -3.
